# Screening data (PubChem)
# SRC3 inh: SRC3 coactivator transcriptional activity inhibitors, primary screen, cell-based, luminescence | HEK293 GAL4-SRC3 luciferase reporter | inhibition, % at 3.6 µM | 360,000 compounds, 0.17% hits;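 active means inhibition above a per-campaign cutoff, the mean of all compounds plus 3 SD, cut at about 60% in these data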;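 further: 0% = DMSO-treated cells and 100% = gossypol-treated cells at 36 µM; higher means less SRC3-driven luciferase light from the GAL4 reporter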
# NCOA2 inhibitor: inhibition of GAL4-SRC2 driven luciferase reporter, primary screen, SRC2 inhibitor project, cell-based, luminescence | HEK293 GAL4-SRC2 luciferase reporter | inhibition, % at 9 µM | 370,000 compounds, 0.17% hits | AID 651957, 2012;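 active means inhibition above the mean inhibition of all tested compounds plus 3 SD, set per campaign, cut at about 52% in these data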;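 further: 0% = DMSO treated cells and 100% = cells given Gossypol at 36 µM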
# NR5A2 inv ag: LRH-1 (NR5A2) inverse agonists, primary screen, cell-based, luminescence, HEK293T, StAR-luciferase reporter; 360,000 compounds, 0.13% hits; LRH-1 transfected, 24 h; inhibition, % at 3.6 µM; AID 602396, 2012;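 active means inhibition above the mean inhibition of all tested compounds plus 3 SD, cut at about 73% in these data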;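 further: 0% = DMSO wells and 100% = reporter-only cells lacking LRH-1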
# NCOA1 inh: SRC1 coactivator transcriptional activity inhibitors, primary screen, cell-based, luminescence. Nuclear receptor coactivator 1 (Homo sapiens), Q15788. HEK293 GAL4-SRC1 luciferase reporter. inhibition, % at 3.6 µM. 360,000 compounds, 0.12% hits. AID 588354, 2011;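 active means inhibition above the campaign mean plus 3 SD, with each screening campaign given its own cutoff, cut at about 60% in these data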;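 further: 0% = DMSO treated cells and 100% = gossypol at 36 µM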
# Target sequence (Q15788 whole entry, looked up, the tested form may be a part): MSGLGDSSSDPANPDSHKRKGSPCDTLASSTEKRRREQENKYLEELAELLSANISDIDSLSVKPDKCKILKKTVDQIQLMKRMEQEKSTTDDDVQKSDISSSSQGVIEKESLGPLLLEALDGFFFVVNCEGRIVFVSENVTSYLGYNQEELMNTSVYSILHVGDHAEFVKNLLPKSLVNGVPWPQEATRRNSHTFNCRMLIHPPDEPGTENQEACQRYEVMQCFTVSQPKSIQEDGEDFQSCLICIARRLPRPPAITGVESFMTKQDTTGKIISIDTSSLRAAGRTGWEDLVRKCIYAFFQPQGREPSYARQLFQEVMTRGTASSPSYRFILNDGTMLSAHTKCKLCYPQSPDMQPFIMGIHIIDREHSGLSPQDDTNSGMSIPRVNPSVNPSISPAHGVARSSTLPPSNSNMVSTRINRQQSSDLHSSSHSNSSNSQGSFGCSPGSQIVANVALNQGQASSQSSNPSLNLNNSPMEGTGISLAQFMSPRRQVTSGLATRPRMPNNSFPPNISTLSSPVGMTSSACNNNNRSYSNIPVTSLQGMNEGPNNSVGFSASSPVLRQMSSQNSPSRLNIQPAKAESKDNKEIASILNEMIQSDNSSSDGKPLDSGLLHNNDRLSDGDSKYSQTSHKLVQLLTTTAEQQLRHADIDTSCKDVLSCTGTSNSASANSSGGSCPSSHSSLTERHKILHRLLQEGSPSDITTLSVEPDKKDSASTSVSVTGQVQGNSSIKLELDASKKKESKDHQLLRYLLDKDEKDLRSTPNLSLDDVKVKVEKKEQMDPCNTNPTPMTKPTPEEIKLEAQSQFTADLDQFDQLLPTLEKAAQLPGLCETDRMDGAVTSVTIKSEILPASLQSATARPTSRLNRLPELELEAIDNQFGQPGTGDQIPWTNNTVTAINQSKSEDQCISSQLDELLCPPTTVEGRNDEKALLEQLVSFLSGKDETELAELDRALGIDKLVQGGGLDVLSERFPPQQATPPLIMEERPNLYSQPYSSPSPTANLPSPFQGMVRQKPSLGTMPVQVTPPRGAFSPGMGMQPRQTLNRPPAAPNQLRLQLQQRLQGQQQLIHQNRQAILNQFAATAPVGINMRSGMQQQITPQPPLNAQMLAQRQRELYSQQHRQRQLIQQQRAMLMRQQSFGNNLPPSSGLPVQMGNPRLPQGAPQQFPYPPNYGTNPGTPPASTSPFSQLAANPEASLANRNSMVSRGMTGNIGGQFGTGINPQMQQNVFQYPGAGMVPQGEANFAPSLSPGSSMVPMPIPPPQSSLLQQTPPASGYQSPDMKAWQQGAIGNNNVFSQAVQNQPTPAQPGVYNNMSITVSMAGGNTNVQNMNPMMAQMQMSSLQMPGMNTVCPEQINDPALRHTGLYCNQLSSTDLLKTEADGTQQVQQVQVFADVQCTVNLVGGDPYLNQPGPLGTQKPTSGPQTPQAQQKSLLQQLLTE
# TROY signal inh: inhibitors of TROY-driven NF-kB signaling, primary screen, Q293 LMP1-TROYcd cells, NF-kB luciferase, uHTS | Q293 LMP1-TROYcd NF-kB luciferase reporter, 4 h | inhibition, % at 10 µM | 360,000 compounds, 0.98% hits | AID 1347056, 2019;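 active means compounds whose plate-normalised and pattern-corrected inhibition of the luciferase reporter signal at the single screening dose is 50% or more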
# TWEAK-Fn14 inh: inhibitors of TWEAK-Fn14 signaling, primary screen, luciferase reporter cells, uHTS; inhibition, % at 10 µM; TWEAK-stimulated Fn14 reporter cells, luciferase luminescence, 8 h; 360,000 compounds, 2% hits; AID 1159606, 2016; in the data active means inhibition above about 50%
# EBV LMP1 NFkB: EBV LMP1-driven NF-kappaB luciferase reporter inhibitors, primary screen, cell-based, luminescence, single point. LMP1-induced NF-kappaB luciferase reporter cells. inhibition, % at 12.5 µM. 350,000 compounds, 0.69% hits. AID 504558, 2011; in the data active means inhibition above about 41%;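 further: 0% = neutral control wells and 100% = reference inhibitor control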
# CF NFkB inh: inhibitors of PAF-induced NF-kB signaling, primary screen, cell-based, GFP fluorescence, uHTS; 360,000 compounds, 0.86% hits; inhibition, % at 5 µM; KKLEB NF-kB-GFP reporter, GFP fluorescence overnight;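 active means at least 50% inhibition at 5 µM, scaled per plate between neutral and stimulator controls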;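 further: PAF is a Pseudomonas aeruginosa culture filtrate used as stimulus; plate controls were PAF-stimulated DMSO wells for no effect and unstimulated DMSO wells for full effect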
# TRAIL sens C8: viability loss with TRAIL in NB7+C8 cells, primary screen, TRAIL sensitizer project, cell-based, ATPlite luminescence; inhibition (viability loss, TRAIL sensitization), % at 10 µM; 360,000 compounds, 1% hits;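 active means compounds causing at least 50% loss of cell viability in the single-dose screen, relative to plate controls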
# NR2F2 inh: NR2F2 transcriptional activity inhibitors, primary screen, cell-based, luciferase reporter, HEK293T, luminescence. 370,000 compounds, 0.7% hits. COUP transcription factor 2 (Homo sapiens), P24468. inhibition, % at 8.6 µM. HEK293T NGFI-A luciferase reporter;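 active means inhibition above a per-plate cutoff, mean inhibition of test wells between control levels plus 3 SD, cut at about 38% in these data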;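 further: cells cotransfected with COUP-TFII expression vector driving the NGFI-A reporter; 0% = median of COUP-TF2 test wells and 100% = reporter-only cells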
# KKLEB cytotox: cytotoxicity in KKLEB CF airway cells, primary screen, cytotoxicity control for CF NF-kB inhibitor project, cell-based, uHTS, fluorescence assay plates; 360,000 compounds, 0.36% hits; activity change (cytotoxicity), % at 5 µM; KKLEB CF airway cells viability, ATPlite luminescence, overnight; stronger effect = lower value; cells stimulated with P. aeruginosa culture filtrate; AID 602141, 2011;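 active means corrected activity change at or below -50% at 5 µM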
# * marks the source's active call; other numbers are inactive results; nt = no result given; & = joins results of further samples.
# Values run as follows: SRC3 inh, NCOA2 inhibitor, NR5A2 inv ag, NCOA1 inh, TROY signal inh, TWEAK-Fn14 inh, EBV LMP1 NFkB, CF NFkB inh, TRAIL sens C8, NR2F2 inh, KKLEB cytotox
- CCOc1ccccc1NC(=O)CSc1nc2[nH]ncc2c(=O)[nH]1
    -12, -11, 7, 2, -6, 0, -1, 10, -2, -23, 7
- COc1ccc(S(=O)(=O)N2CCOCC2)cc1NC(=O)CSc1ccccc1
    9, 24, -3, 15, -19, -10, -7, -8, -2, 12, -6
- COc1ccc(-c2cc(NC=O)c3ncc(-c4ccc(C(C)=O)cc4)n3c2)cn1
    11, -10, 54, 1, 9, 11, nt, 24, 14, -15, -32
- COc1ccccc1CNC(=O)c1cc(-c2ccccc2)nn1CC1CC(c2cccc([N+](=O)[O-])c2)=NO1 (centres undefined)
    10, -9, -1, -36, -17, -26, 0, 12, 10, 0, -10
- CCN(CC)S(=O)(=O)c1cccc(NC(=O)CNC2CCCCCC2)c1
    25, -22, -13, -7, 8, -5, 8, -2, 6, -28, -2
- Cc1ncc(CN2CCCC(C(=O)Nc3ccc(-c4ccco4)cc3)C2)cn1 (centres undefined)
    7, 21, 7, -1, -6, -12, -3, -2, -1, -4, 9
- CC(=O)N(Cc1cc2cc(C)c(C)cc2n2nnnc12)CC1COCCO1 (centres undefined)
    -9, -14, 16, -27, 1, -9, 3, -10, -12, 0, 12
- CCCN(CCC)CCCNC(=O)c1cn(CC)c2ccc(S(=O)(=O)N(C)C3CCCCC3)cc2c1=O
    -3, 7, -12, -5, 5, 9, -6, 3, -13, 10, -8
- C=C(C)[C@@H]1CC[C@]2(C(=O)O)CC[C@]3(C)C(CCC4[C@@]5(C)CC[C@H](O)C(C)(C)C5CC[C@]43C)C12 (some centres undefined)
    1, -12, 4, -13, -10, -36, -13, 79*, 11, -16, -76*
- CCc1ccc(NC(=S)N(CCN(C)C)C(C)c2ccncc2)cc1 (centres undefined)
    7, 7, 8, 4, -30, -26, -23, 2, 14, 8, 5
- Cc1cc(C(F)(F)F)n2nc(-c3cnn(C)c3C(F)(F)F)c(Br)c2n1
    15, -4, -2, 3, 14, 33, 1, 1, -5, -4, -10
- COC(=O)c1c(NC(=O)C(C)(C)C)sc2c1CCN(Cc1ccccc1)C2
    13, 11, 4, -7, -7, 14, 12, 2, 7, 18, -8
- CCCc1cc(=O)[nH]c(SCc2ccc(C#N)cc2)n1
    -3, -1, 8, -10, 9, 0, -3, 11, -13, 3, -7
- COc1ccc(-c2cc3ccccc3oc2=O)cc1NC(=O)c1ccc(Br)o1
    -52, -26, -58, -77, -38, -52, -10, 2, 15, -8, -12
- CCCC1=[N+](CC(C)=O)CCn2c(C)ccc21
    -36, -12, 5, -17, 9, 3, -5, -19, -2, 9, -2
- CC(C)(C)NC(=O)COc1ccc(-c2ccccc2)cc1
    -61, -30, -74, -59, -47, -34, -24, 16, 12, -37, 7
- Cc1ccc(S(=O)(=O)N2CCCC2CNC(=O)C(=O)Nc2ccc(F)cc2F)cc1 (centres undefined)
    -25, -13, -26, -7, -6, 0, -1, 7, 7, 12, -18
- O=C(Nc1ccc(Cl)cc1C(=O)NCCN1CCOCC1)c1ccc(Cl)cc1Cl
    -14, 0, -9, 3, 4, -1, 1, -10, -3, 10, 0
- COc1ccc(/C=C2\SC(=O)N(CCC(=O)Nc3ccc(S(=O)(=O)Nc4nccs4)cc3)C2=O)cc1
    -18, -40, -8, -51, -61, -13, -9, -4, -1, -2, 5
- CCOc1ccc(Br)cc1S(=O)(=O)N1CCC(C(=O)O)CC1
    10, -12, 12, -14, 0, 0, -3, -4, -8, -13, 9
- S=C(c1ccc(-c2cc(Cl)ccc2Cl)o1)N1CCOCC1
    -3, -8, -3, 1, -24, -10, -7, 12, 3, 6, -8
- S=c1[nH]c2ccccc2n1Cc1ccccc1
    2, -5, -10, 5, 13, 5, -14, 10, 6, -8, 2
- CCOC(=O)C1=C(C)OC(N)=C(C#N)C1c1cc2c(cc1[N+](=O)[O-])OCO2 (centres undefined)
    -1, 17, 3, -1, 4, -8, -9, 19, -7, -6, -2
- CCOC(=O)/C(=C\Nc1ccc(OC(F)(F)F)cc1)Sc1ncc(C(F)(F)F)cc1Cl
    30, -15, 13, 6, 14, 15, -2, -4, 13, 8, -1
- O=C(Cn1cc(COc2cccc([N+](=O)[O-])c2)nn1)c1ccc(O)cc1
    -11, 11, -2, -21, 10, -12, -4, -17, -3, -3, 1
- Cc1ncsc1CCOC(=O)c1cccc([N+](=O)[O-])c1
    6&9, 3&8, 15&15, 0&-2, 6&-16, 3&-14, -5&-1, 14&11, 29&-7, -17&1, -12&-4
- Cc1ccc(N2C(=O)CSC2c2c(F)cccc2Cl)cc1 (centres undefined)
    2, 0, -4, -11, -32, 5, 6, -5, 7, 14, 9
- COc1ccc(-n2c(SCC(=O)N3CCCCC3)nnc2-c2cccnc2)cc1
    11, -24, 6, -5, -12, -4, 7, 4, -5, 7, 8
- CCN1C(=O)N[C@@H](CCc2ccccc2)[C@H](C(=O)OC)[C@H]1C
    4, 6, -2, -25, 4, 6, -2, 16, 0, 7, -9
- N#Cc1cccnc1N1CCN(C(=O)c2cccc3c2C(=O)c2ccc(-c4ccc(F)cc4OCc4ccccc4)cc2S3(=O)=O)CC1
    -10, 3, 12, -27, -2, -21, -10, -5, -5, -12, 6
- COC(=O)CN(C#N)c1nc(C)cc(C)n1
    1, -13, 27, 4, -17, 7, -16, -2, -3, 13, 8
- COC(=O)Nc1sc2c(c1C(=O)N1CCOCC1)CCC(C)C2 (centres undefined)
    3, -6, 8, -21, -23, 12, -14, 7, 1, -4, -6
- COc1ccc(CNS(=O)(=O)c2ccc(S(=O)(=O)N3CCCCC3)cc2)cc1
    13, 19, 0, 2, -14, -18, -11, 2, 0, -44, 13
- COc1ccc(NC(=O)/C(=C\c2cccs2)NC(=O)c2ccco2)cc1
    14, 13, 4, -4, -2, 5, 7, 4, -5, -12, 8
- Cc1ccc(/C=N/NC(=O)c2c[nH]c3ccccc23)o1
    -6, nt, -34, -39, -28, -32, -4, -3, 22, nt, -3
- CCOC(=O)c1c(C)oc2ccc(OC(=O)COc3c(F)c(F)c(F)c(F)c3F)cc12
    5, -39, -18, -22, -28, -17, 3, -11, 3, 11, 5
- CCOc1ccc(N/N=C(/C#N)C(N)=O)cc1
    -11, 3, -2, -21, -5, -12, -11, 9, -7, -13, 9
- CC(C)(C)OC(=O)C[C@H]1C/C=C\C[C@@H](CC(=O)N[C@H](CO)Cc2ccccc2)C(=O)N2CCC[C@H]2COC1=O
    -15, 19, 3, -3, 12, -4, 3, -3, -20, 4, 3
- O=c1nccc(SCc2ccc(Cl)cc2Cl)[nH]1
    0, -1, -8, -1, -1, -1, -6, 24, -16, -8, -9
- COc1ccc(CNC(=O)COC(=O)/C=C/c2ccc(Cl)cc2)cc1
    13, 13, -28, 8, 6, 19, -1, -1, -22, -11, -4
- COc1cc(CCC(=O)NCCc2ccc(F)cc2)cc(OC)c1OC
    9, -4, -7, -23, -34, 12, 11, 23, -8, -1, -6
- C=CCN(C(=O)c1ccccn1)C(C(=O)NCc1ccccc1)c1ccccc1F (centres undefined)
    6, 4, 8, 12, -3, 1, 7, -4, -4, 5, -9
- Cc1ccc2c(c1)N(CC(=O)N(Cc1ccccn1)Cc1ccco1)C(=O)C(C(C)C)O2 (centres undefined)
    -22, -4, -1, 4, 5, 9, 0, 0, 3, 12, 1
- Cc1ccc(-c2nc(N)n(S(=O)(=O)c3ccc(C)cc3)n2)cc1
    -8, -16, 3, -3, 8, -9, 0, -31, 1, -7, -1
- COc1ccc(NC(=O)N(C)C[C@H]2Oc3c(NS(=O)(=O)c4ccc(OC)cc4)cccc3C(=O)N([C@H](C)CO)C[C@@H]2C)cc1
    13, -9, -7, 3, -25, 8, -1, -22, 4, -1, -7
- O=C(Cn1c2ccccc2c(=O)c2ccccc21)N/N=C/c1cc([N+](=O)[O-])ccc1N1CCCCC1
    18, 25, 9, -11, 9, 45, 23, 28, 24, 19, -43
- COc1cc(NC(=O)C2CCCCC2)c(OC)cc1NC(=O)CN1CCCCC1
    -15, -7, -10, 8, 15, 2, -5, -7, -5, 8, -4
- COc1ccccc1C(c1nnnn1CC1CCCO1)N1CCC(C(N)=O)CC1 (centres undefined)
    -3, 6, 2, 9, 3, 16, 6, -8, -14, -1, 10
- CCOC(=O)C1C(=O)C=C(Nc2ccccc2F)CC1c1ccccc1 (centres undefined)
    -25, -31, -43, -58, -1, -5, -18, 3, 13, -11, 1
- Cc1ccc(-c2nc3ccc(Cl)cn3c2Cc2ccccc2C(F)(F)F)cc1
    -95, -91, -111, -85, -3, 35, nt, 7, -1, -28, -3
- FC(F)Oc1ccc(NC(=S)Nn2cnnc2)cc1
    8, -9, 23, -3, 2, 25, -7, -11, -4, -11, 24
- CC1=Nc2ccc(C)cc2N(Cc2ccccc2)C(=O)C1
    -14, -5, -18, 1, -39, 3, -4, -2, -1, -4, 0
- CSCCC(NS(=O)(=O)c1ccc(Br)cc1)C(=O)OCC(=O)NC1CC1 (centres undefined)
    22, -16, 15, -3, -9, -8, -22, -18, -3, -3, -6
- COc1ccccc1N1C(=O)CC(N2CCN(c3ccc([N+](=O)[O-])cc3)CC2)C1=O (centres undefined)
    1, 3, 17, 7, 9, -4, -7, 4, 11, -20, -13
- CCCC(=O)Nc1nnc(S(=O)(=O)N2CCCC2)s1
    -10, -1, 2, -4, 5, 3, -1, -8, 7, -3, -3
- Cc1ccccc1S(=O)(=O)NC(=O)C1(C)CCN1C(=O)C1(c2ccccc2)CCCC1 (centres undefined)
    3, -26, 24, 1, 5, 1, nt, 0, -2, 1, 9
- Cc1cccn2cc(-c3cc4ccccc4oc3=O)nc12
    -61, 1, -113, -82, -17, 6, 30, -16, 4, -24, 10
- CCOc1ccc(NC(=O)CCc2c(C)nn(-c3ccc(N4CCCCC4)nn3)c2C)cc1
    -58, -38, -101, -69, -32, -41, -10, -14, 15, -66, 14
- O=C(CSc1ccccn1)N1CCOCC1
    11, 6, -15, -34, -68, -23, -3, 2, 6, 7, 1
- CC(C)c1ccc(NC(=O)c2sccc2-n2cccc2)cc1
    -37, -28, -83, -55, -65, -27, 16, 3, 9, -14, 0
- Nc1ncnc(Oc2cccc(C(F)(F)F)c2)c1[N+](=O)[O-]
    23, 29, 0, -22, 6, 32, 6, 16, 18, -14, -12
- O=C(c1ccc(CS(=O)(=O)c2c(Cl)cccc2Cl)o1)N1CCN(c2ccccn2)CC1
    -7, -16, -33, -7, 5, -3, 9, 1, -8, 8, -2
